Runt-CBFb FRET = inhibitors of RUNX1 Runt–CBFb binding, primary screen, biochemical, FRET, Cerulean-Runt, Venus-CBFb, uHTS; Cerulean-Runt/Venus-CBFb FRET ratio 530/480, 1 h; inhibition, % at 20 µM; actives 0.46% (n = 220,000);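 active = inhibition over about 50% at 20 µM in the single-dose screen, limit read from the data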;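 also: 0% = DMSO wells and 100% = excess unlabeled CBFb competitor control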
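Schedule: protein complex preformed 1 h, compound exposure 1 h, room temperature, dark; test system: Cerulean-labeled Runt domain protein; amount: 100 nM per protein; buffer or medium: Tris 50 mM pH 7.5, KCl, K2SO4, 0.01% BSA; read-out: loss of energy transfer signal; detection: FRET fluorescence; controls: 5 µM unlabeled CBFb as full-inhibition high control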
TbHK1 inh = Trypanosoma brucei hexokinase 1 inhibitors, primary screen, biochemical, G6PDH-coupled NADH absorbance, MLSCN library; hexokinase 1 [Trypanosoma brucei]; recombinant TbHK1, G6PDH-coupled NADH A340; inhibition, % at 10 µM; actives 0.11% (n = 220,000);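 active = inhibition of 50% or more in the single-dose primary screen; inactive = inhibition below 50%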
p47phox inh = p47phox/p22phox peptide binding inhibitors, primary screen, biochemical, uHTS, NADPH oxidase regulatory subunit | Neutrophil cytosol factor 1 (Homo sapiens), P14598 | fluorescence polarization, 2 h | inhibition, % at 24.7 µM | actives 0.53% (n = 220,000) | AID 1274, 2008;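 active = inhibition above about 30%, limit read from the data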;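 also: 0% = p47phox with labelled peptide and 100% = labelled peptide alone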
Runt-SMMHC FRET = inhibitors of RUNX1 Runt–CBFb-SMMHC binding, primary screen, biochemical, FRET, Cerulean-Runt, Venus-CBFb-SMMHC, uHTS | inhibition, % at 20 µM | Runt-related transcription factor 1 (Homo sapiens) + Core-binding factor subunit beta … | Cerulean-Runt/Venus-CBFb-SMMHC FRET ratio 530/480, 1 h | actives 0.74% (n = 220,000);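 active = mean inhibition across duplicate retests at 20 µM reaching about 50%, limit read from the data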;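 also: 0% = DMSO wells and 100% = wells with excess untagged CBFb-SMMHC; inhibitors lower the FRET ratio by blocking Runt binding to CBFb-SMMHC; some results filed as inactive read as strong as hits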
Calpain2 inh = inhibitors of pig calpain II, primary screen, biochemical, fluorogenic peptide substrate, 1536-well; purified calpain II, 30 min; inhibition, % at 16 µM; actives 0.37% (n = 220,000); AID 1236, 2008;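 active = inhibition above about 50%, limit read from the data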
RBBP9 inh = human RBBP9 inhibitors, primary screen, biochemical, fluorescence polarization, FP-Rh probe, HTS | actives 0.2% (n = 220,000) | recombinant RBBP9 | AID 1515, 2009 | inhibition, % at 7.94 µM | Serine hydrolase RBBP9 (Homo sapiens), O75884;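 active = inhibition above the campaign mean of all tested compounds plus 3 SD, cut at about 14% in these data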;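 also: plate controls were DMSO wells with RBBP9 for no effect and wells lacking RBBP9 protein for full effect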
Target sequence (O75884 whole entry, looked up): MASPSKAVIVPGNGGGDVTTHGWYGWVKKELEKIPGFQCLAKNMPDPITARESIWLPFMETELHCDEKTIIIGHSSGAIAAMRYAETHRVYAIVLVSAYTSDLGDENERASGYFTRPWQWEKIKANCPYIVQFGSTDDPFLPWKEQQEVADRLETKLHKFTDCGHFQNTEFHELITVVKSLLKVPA
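Measured by – fluorescence polarization · Test system – RBBP9 protein · Input – 2.5 µM RBBP9 dispensing solution, before mixing · Measure – percent inhibition from mP, scaled between DMSO and no-protein wells · Benchmarks – DMSO-treated enzyme wells and wells lacking RBBP9 · Times – preincubation 30 min plus labeling 45 min at 25 °C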
EBV gp42 block = Epstein-Barr virus gp42 inhibitors, primary screen, biochemical, uHTS, fluorescence polarization | Glycoprotein 42 (Epstein-Barr virus (strain AG876)), Q1HVG2 | Fluorescence polarization binding assay, mP read-out | inhibition, % (tested at 21.74 µM) | actives 0.42% (n = 220,000) | AID 1085, 2008; in the data active = inhibition above about 50%
Furin inhibitor = human furin inhibitors, primary screen, biochemical, fluorescence intensity; purified furin, fluorogenic substrate cleavage; P09958; actives 0.061% (n = 220,000); inhibition, % at 30 µM; in the data active = inhibition above about 25%; also: inactives centre near -15
p97 inhibitor = inhibitors of human p97 ATPase, primary screen, biochemical. Transitional endoplasmic reticulum ATPase (Homo sapiens), P55072. recombinant p97 ATPase, Kinase-Glo ATP luminescence, 3 h. inhibition, % at 8 µM. actives 0.42% (n = 220,000). AID 1481, 2009; in the data active = inhibition above about 15%;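 also: 0% = DMSO vehicle and 100% = wells lacking enzyme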
Target sequence (P55072 whole entry, looked up): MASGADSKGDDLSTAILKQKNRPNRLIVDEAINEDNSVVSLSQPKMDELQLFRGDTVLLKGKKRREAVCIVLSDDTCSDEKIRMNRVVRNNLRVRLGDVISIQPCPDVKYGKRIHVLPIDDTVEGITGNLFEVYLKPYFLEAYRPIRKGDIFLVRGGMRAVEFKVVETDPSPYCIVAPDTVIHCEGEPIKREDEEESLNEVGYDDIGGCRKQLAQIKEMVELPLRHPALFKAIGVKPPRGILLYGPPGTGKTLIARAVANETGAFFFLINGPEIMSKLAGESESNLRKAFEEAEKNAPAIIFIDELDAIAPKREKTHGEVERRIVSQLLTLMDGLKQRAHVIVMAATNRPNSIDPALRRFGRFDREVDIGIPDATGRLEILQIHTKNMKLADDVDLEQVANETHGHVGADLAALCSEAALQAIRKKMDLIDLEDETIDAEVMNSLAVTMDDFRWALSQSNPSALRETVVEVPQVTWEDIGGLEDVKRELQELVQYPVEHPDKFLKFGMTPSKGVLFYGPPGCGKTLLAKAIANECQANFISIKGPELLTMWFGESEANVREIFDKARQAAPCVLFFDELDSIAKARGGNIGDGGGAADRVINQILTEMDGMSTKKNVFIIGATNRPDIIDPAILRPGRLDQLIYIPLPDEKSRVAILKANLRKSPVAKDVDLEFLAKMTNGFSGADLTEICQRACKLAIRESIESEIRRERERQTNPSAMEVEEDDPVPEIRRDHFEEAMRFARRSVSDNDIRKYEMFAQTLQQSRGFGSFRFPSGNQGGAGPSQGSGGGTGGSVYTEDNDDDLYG
The depositor's hits bear a star; i = inactive; . = not tested or not shown; [ ] = dose if it differs, or a comment. Not a hit list. About 2.7% of those tested had a hit in this group.

SMILES	Runt-CBFb FRET	TbHK1 inh	p47phox inh	Runt-SMMHC FRET	Calpain2 inh	RBBP9 inh	EBV gp42 block	Furin inhibitor	p97 inhibitor
CSc1nc(-c2ccc(Cl)cc2)nn1C(=O)c1ccco1	1.4	10.9	4.2	0.6	1.1	4.7	-19.7	-9.5[20 µM]	3.0
CCOc1ccc(-n2c(=O)[nH]cc(C(=O)N3CCCc4ccccc43)c2=O)cc1	-2.9	0.5	-9.1	1.9	7.6	3.3	-6.2	-15.4	0.2
O=C(Nc1nccs1)C1CCN(S(=O)(=O)c2cccnc2)CC1	-3.9	-7.3	-2.7	-1.2	13.3	.	-1.2	-12.6	.
Clc1nc(CN2CCCCC2)nc2sc3c(c12)CCC3	-0.6	-2.3	-8.2	0.7	-30.7	2.2	-12.8	-19.6	5.5
Oc1c(C=NCc2ccc(F)cc2)[nH]c2ccc(Br)c(Cl)c12	4.3	-16.8	-6.7	-3.6	18.5	-8.0	-54.6	-13.3[20 µM]	5.8
O=C(CCC(=O)c1ccc(Oc2ccccc2)cc1)Nc1ccc(Cl)cc1Cl	-2.9	5.0	-37.7	-3.1	12.8	-1.3	-47.7	-15.0[20 µM]	2.4
O=C(CSc1nc(-c2ccccc2)cc(=O)[nH]1)N1CCc2ccccc21	-3.9	0.7	-8.9	-0.3	-73.3	15.8*	12.4	-20.5[20 µM]	2.3
Cc1ccc(S(=O)(=O)N2CCN(c3ccccc3)CC2)cc1C(N)=O	0.3	2.8	-19.3	2.5	-14.3	-1.7	-9.1	-24.9	2.2
Cc1ccc(-c2nn(-c3ccccc3)cc2C2CC(c3ccccc3)=NN2C(=O)CCC(=O)O)cc1 (stereo not given)	-6.3	-1.9	-16.3	-3.3	-5.1	-9.0	34.5	0.8	-0.6
CCCn1c(N2CCOCC2)nc2c1c(=O)[nH]c(=O)n2C	-0.7	-5.6	7.0	-4.7	6.3	-5.3	-5.2	-13.9[20 µM]	-0.9
COCCCNC(=S)NC1CC2CCCC(C1)N2Cc1ccco1 (stereo not given)	1.4	-2.1	1.0	2.0	20.2	-0.6	-5.1	-12.5[20 µM]	2.0
COc1ccc(N2CCN(c3ccc(NC(=O)C4CCCCC4)cc3C#N)CC2)cc1	-0.3	-13.6	-14.4	-5.7	-30.6	3.0	2.2	-18.3[20 µM]	3.5
CCCCCN(C(=O)CCCSc1nncs1)c1c(N)n(CCCC)c(=O)[nH]c1=O	-3.2	-5.5	2.4	0.9	-26.0	3.0	-10.2	-21.0	0.2
Cc1ccc(OCC(=O)NCc2cccnc2)cc1	0.0	-4.3	-6.5	0.3	-0.9	7.5	-23.7	-20.2	5.3
Cn1c(COc2ccccc2)nnc1SCC(=O)Nc1ccc2c(c1)OCO2	-0.3	0.0	-4.1	-3.0	-2.7	2.0	-19.2	-23.3	-0.2
COc1ccc(C2CC(c3ccco3)n3ncnc3N2)cc1 (stereo not given)	.	-9.4	-7.0	-0.2	5.2	-4.3	-3.0	-5.6	-4.6
CCOc1ccc(NC(=O)CNC(=O)c2cn(-c3ccccc3OC)c(=O)c3ccccc23)cc1	-3.6	-9.6	-15.1	-0.2	24.3	-19.3	6.5	-5.7[20 µM]	-0.9
CCN(CC)c1ccc(/C=C(/C#N)c2nc3ccccc3[nH]2)c(OC(C)C)c1	-98.0	3.0	-42.9	-270.7	-31.4	1.2	48.0	2.5[20 µM]	10.8
O=C(Nc1ccccc1-c1ccccc1)c1cccc(C(F)(F)F)c1	-2.5	-0.8	4.8	-0.8	20.7	-8.4	-18.5	-13.4	6.9
CCOC(=O)c1ccc(NC(=O)CSc2nnc(C3CCCCC3)n2C)cc1	-1.1	6.6	4.5	-4.3	21.2	6.6	2.3	-18.8[20 µM]	-2.6
CC1(C)CC(=O)C2=C(C1)Nc1cc(C(=O)c3ccccc3)ccc1NC2c1ccccn1 (stereo not given)	-7.1	-27.4	-5.4	-3.1	1.2	-2.5	-3.2	3.5	4.2
CCN(CC)c1ncccc1C(=O)NCc1cccs1	-1.0	-5.0	-5.1	1.5	10.7	1.8	-12.8	-16.6	0.7
CN(C)S(=O)(=O)N1CCCC(C(=O)c2ccc(C(F)(F)F)cc2)C1 (stereo not given)	-4.0	-2.8	-0.5	0.6	-11.0	-7.8	2.3	-6.6	0.7
C/C(=N\NC1=NCCN1)c1ccc(N)c([N+](=O)[O-])c1	0.1	-21.9	2.9	-3.3	7.9	-3.9	-16.3	-9.5	8.6
Cn1ncc2nnn(-c3ccccc3)c(=O)c21	-1.6	-3.6	-1.6	-4.8	-31.2	-7.7	-0.1	-18.8	-3.7
The results go on:
SMILES	Runt-CBFb FRET	TbHK1 inh	p47phox inh	Runt-SMMHC FRET	Calpain2 inh	RBBP9 inh	EBV gp42 block	Furin inhibitor	p97 inhibitor
CCCCC1=CC2=CC(=O)C(C)(OC(=O)CC)C(=O)C2=CN1CCc1c[nH]c2ccccc12 (stereo not given)	7.2	-49.6	-9.9	10.3	-77.7	.	-0.8	-18.9	.
O=C(Nc1ccc2c(c1)OCO2)C1(S(=O)(=O)c2ccc(Cl)cc2)CC1	-1.2	1.6	-5.1	1.3	-2.2	-2.7	-10.3	-21.5	-0.3
Cn1cc(/C=C(\C(=O)O)C(C(=O)O)=C2CCCCC2)c2ccccc21	7.7	-8.5	-7.1	2.3	-13.4	-6.8	-2.1	-9.6	4.3
COC(=O)c1cc(Br)c(=O)n(Cc2ccncc2)c1	0.0	4.3	-15.5	2.9	-31.8	-5.3	-10.4	-19.5	-0.7
O=C(Nc1ccc(O)c(-c2nc3ccccc3o2)c1)C1(c2ccccc2)CCCC1	1.9	-7.1	-13.0	-3.0	-81.4	-4.6	-5.8	-23.1[20 µM]	1.5
Cc1nc(NC(=O)c2ccc(OCC(C)C)cc2)sc1Cc1ccc2c(c1)OCO2	5.3	-1.7	-30.2	-1.1	12.8	3.1	-15.3	-19.0	2.3
COC(=O)N/N=C/c1ccccc1	4.3	3.1	-6.0	15.6	1.5	-11.3	7.9	-18.0	-6.6
COC(=O)c1ccc(NC(=O)c2cc(Cl)ccc2OC)cc1	-0.6	-2.7	-19.3	-1.2	-43.7	-0.4	2.1	-20.2	-0.2
CC1CCCC(NC(=O)COC(=O)c2ccccc2[N+](=O)[O-])C1C (stereo not given)	-1.3	7.7	42.7*	0.5	35.5	-5.4	-8.1	-27.6	-3.9
CSc1nc(C)cc(OCNC(=O)c2cccs2)n1	-0.7	-1.2	-2.2	4.9	13.0	1.2	1.2	-21.9	8.0
C=CCSc1nc2ccccc2n1S(=O)(=O)c1ccc(C)cc1	-0.3	5.7	-11.7	0.4	21.1	2.0	1.5	-1.1[20 µM]	2.0
O=C(CN(C(=O)c1csnn1)c1cccc2ccccc12)NC1CCCC1	-0.1	-2.8	-8.3	3.9	-22.8	-4.8	-2.0	-13.1	-0.5
Cc1cc2c(cc(C(=O)OC(C(=O)NCC3CCCO3)C(C)C)n2C)o1 (stereo not given)	-0.5	-11.0	-12.0	2.5	-27.8	-8.2	-0.1	-27.2	-1.8
CCOC(=O)Cc1nc2ccccc2[nH]1	10.6	0.1	0.0	10.8	-47.7	-7.7	-2.0	-27.2[20 µM]	4.6
CCOC(=O)C1CCCN(C/C=C/c2ccccc2[N+](=O)[O-])C1 (stereo not given)	-1.4	1.9	2.5	4.2	19.0	-11.3	-10.0	-18.6[20 µM]	-1.4
CCOc1cc(/C=N/NC(=O)c2cc(C3CC3)[nH]n2)ccc1O	1.3	-20.8	-9.5	-0.3	5.9	2.3	-30.9	-25.0	8.2
OCCN1C[C@H](O)[C@@H](O)[C@H](O)[C@H]1CO	-1.3	.	-4.7	-0.8	-15.3	-1.4	-7.3	.	1.6
CCc1cccc(CC)c1NC(=O)COC(=O)CC1c2ccccc2CCN1S(=O)(=O)c1ccc(F)cc1 (stereo not given)	-2.2	43.5	-4.4	-1.1	13.6	-7.0	-18.4	-4.5	-2.8
CCOC(=O)/C(C(=O)Nc1ccccc1Cl)=C1/NC(C)(C)Cc2ccccc21	0.5	-14.4	-11.4	7.5	-12.7	-4.8	-3.4	-10.6[20 µM]	2.4
O=C(Cc1cc(=O)oc2cc(O)ccc12)NCC1CCC(C(=O)O)CC1 (stereo not given)	107.8*	-27.0	-14.4	62.5*	i	-6.2	-16.4	-150.4	0.6
CCS(=O)(=O)N1CCCC(C(=O)NCCc2ccccc2)C1 (stereo not given)	2.1	-3.7	-9.9	-1.2	-21.1	1.3	-2.2	-23.6[20 µM]	1.5
O=C(C1CCCN(S(=O)(=O)c2cccc3nsnc23)C1)N1CCN(c2ccccn2)CC1 (stereo not given)	-1.5	-4.6	0.8	0.2	-6.6	-3.2	-0.7	-14.6	-0.8
O=C(Cc1ccc(-c2ccccc2)cc1)NCCN1CCOCC1	1.0	5.8	-11.4	2.8	-10.2	-11.5	-31.1	-15.1	-5.3
Cc1ccccc1-n1nc2c(c1NC(=O)/C=C\c1ccc3c(c1)OCO3)CSC2	-3.8	-19.8	-80.5	-0.1	-103.0	-2.1	-15.2	-0.6	7.9
O=c1oc2ccccc2cc1-c1csc(Cc2nc(-c3ccc(Br)cc3)cs2)n1	-5.2	-15.3	-31.2	-20.3	-22.9	-4.3	-28.1	-25.9	5.3
CC(OC(=O)C1=Cc2ccccc2OC1)C(=O)NCc1ccco1 (stereo not given)	1.9	-8.0	2.9	-5.4	-9.9	-0.4	-15.8	-15.9	1.3
Cc1ccc(CN2CCN(/N=C/c3cc(Br)cc(Br)c3O)CC2)c(C)c1	2.6	-9.8	0.3	-19.0	13.9	7.8	-11.7	-7.4	11.8
O=S(=O)(c1ccc(Cl)cc1)N1CCN(C2CCCCCC2)CC1	-1.6	5.8	-2.7	-2.6	19.6	-0.9	-15.0	-23.3	0.2

A second format for two compounds above.
CC(OC(=O)C1=Cc2ccccc2OC1)C(=O)NCc1ccco1 (stereo not given)
  Runt-CBFb FRET: 1.9; TbHK1 inh: -8.0; p47phox inh: 2.9; Runt-SMMHC FRET: -5.4; Calpain2 inh: -9.9; RBBP9 inh: -0.4; EBV gp42 block: -15.8; Furin inhibitor: -15.9; p97 inhibitor: 1.3
Cc1ccc(CN2CCN(/N=C/c3cc(Br)cc(Br)c3O)CC2)c(C)c1
  Runt-CBFb FRET: 2.6; TbHK1 inh: -9.8; p47phox inh: 0.3; Runt-SMMHC FRET: -19.0; Calpain2 inh: 13.9; RBBP9 inh: 7.8; EBV gp42 block: -11.7; Furin inhibitor: -7.4; p97 inhibitor: 11.8
